Pf Dd2 inh = blocks in vitro growth of P. falciparum Dd2; P. falciparum Dd2 growth, SYBR Green, 72 h; Potency, µM (highest dose often 28.9 µM), for the others: top-dose activity, negative = inhibition, usual class: inhibitors; 120,000 compounds, 4.3% hits; active = well fitted inhibition curve with a large enough effect; inconclusive = small, poorly fitted or top-dose-only effect; inactive = no such curve, though single readings can be large or run the other way;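 note: plate controls were DMSO vehicle for no effect and reference drug for full effect; nearly all actives have a fitted effect of over 65% in size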
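Readout: SYBR Green fluorescence, 485 nm excitation, 535 nm emission, after ~16 h lysis at 37C. Before that, Dd2-infected red cells (2.5% hematocrit) grew 72 h with compound, 29 uM top final concentration.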
* = called active by the depositor; i = inactive; ? = inconclusive; [ ] = remark or other dose. Potency is the fitted concentration of half-maximal effect. These rows are one share of the data, so the mix of outcomes need not match the whole.

Sample of the layout, 15 compounds:
SMILES | Pf Dd2 inh
Cc1cc(=O)oc2cc(OCC(=O)Nc3c(C(C)C)cccc3C(C)C)ccc12 | 18%
CCOCCOC1CCN(C(=O)c2cnccn2)CC1 | i
Cc1ccc2nc(C3CCCN(Cc4ccc(-c5cncnc5)cc4)C3)[nH]c(=O)c2c1 (configuration not stated) | i
CC(C)(C)OC(=O)NCCCC(=O)NCc1c[nH]c2ncccc12 | ?
O=C(CCC1CCN(C(=O)c2ccoc2)CC1)N1CCC(Cc2ccccc2)CC1 | -9%
COCc1noc([C@@H]2CC(F)(F)CN2C(=O)c2cc(C)[nH]n2)n1 | -1%
COc1ccc2c(c1)c(N1CCCC1=O)c(C(=O)Nc1cc(C)c(Cl)cc1OC)n2C | -23%
CNC(=O)c1cn2c(n1)CN(C(=O)c1ccccc1F)CC2 | 8%[44.1 µM]
O=C(c1ccccc1F)N1CC(Oc2ccc(F)c(F)c2)C1 | -21%
O=C(NC1CC1)C1CC(=O)N(c2n[nH]c3cccc(F)c23)C1 (configuration not stated) | -4%
CCN(CC)C(=O)Cn1cc(SCC(=O)Nc2ccc(C)cc2)c2ccccc21 | 78%[activator][5.79 µM]
CC[C@H]1CN(C(=O)Nc2cccc(OC)c2)CC[C@H]1CC(=O)NCc1cccnc1 | 1%[44.1 µM]
Cc1nc2nncn2c(Nc2ccc(F)cc2)c1C | 5%
CCn1c(=O)c2c(cc(C)n2C)n(CC(=O)Nc2ccccc2C)c1=O | 15%
Cc1cccc(CC(=O)N2CCC3(CCCCO3)CC2)c1 | -1%

The whole of this part, from the start:
SMILES | Pf Dd2 inh
Cc1cc(=O)oc2cc(OCC(=O)Nc3c(C(C)C)cccc3C(C)C)ccc12 | 18%
CCOCCOC1CCN(C(=O)c2cnccn2)CC1 | i
Cc1ccc2nc(C3CCCN(Cc4ccc(-c5cncnc5)cc4)C3)[nH]c(=O)c2c1 (configuration not stated) | i
CC(C)(C)OC(=O)NCCCC(=O)NCc1c[nH]c2ncccc12 | ?
O=C(CCC1CCN(C(=O)c2ccoc2)CC1)N1CCC(Cc2ccccc2)CC1 | -9%
COCc1noc([C@@H]2CC(F)(F)CN2C(=O)c2cc(C)[nH]n2)n1 | -1%
COc1ccc2c(c1)c(N1CCCC1=O)c(C(=O)Nc1cc(C)c(Cl)cc1OC)n2C | -23%
CNC(=O)c1cn2c(n1)CN(C(=O)c1ccccc1F)CC2 | 8%[44.1 µM]
O=C(c1ccccc1F)N1CC(Oc2ccc(F)c(F)c2)C1 | -21%
O=C(NC1CC1)C1CC(=O)N(c2n[nH]c3cccc(F)c23)C1 (configuration not stated) | -4%
CCN(CC)C(=O)Cn1cc(SCC(=O)Nc2ccc(C)cc2)c2ccccc21 | 78%[activator][5.79 µM]
CC[C@H]1CN(C(=O)Nc2cccc(OC)c2)CC[C@H]1CC(=O)NCc1cccnc1 | 1%[44.1 µM]
Cc1nc2nncn2c(Nc2ccc(F)cc2)c1C | 5%
CCn1c(=O)c2c(cc(C)n2C)n(CC(=O)Nc2ccccc2C)c1=O | 15%
Cc1cccc(CC(=O)N2CCC3(CCCCO3)CC2)c1 | -1%
CCOc1ccc(N(C(=O)Cn2nnc3ccccc32)C(C(=O)NCc2ccccc2)c2ccc(OC)cc2)cc1 (configuration not stated) | -22%
CCOC(=O)Cn1c(=O)n(CC2CCCO2)c2nc(-c3cc(OC)ccc3OC)nc(C(N)=O)c21 (configuration not stated) | 8%
CC(C)NC(=O)N1CCN(C(=O)NC2CCCCC2)[C@@H](C(=O)N[C@H](Cc2c[nH]c3ccccc23)C(N)=O)C1 | 1%
Fc1ccc(/C=C/CN2CCC(n3cc(C4CCCC4)nn3)CC2)cc1 | i
O=C(c1cccc(Cl)c1)N1CCN(C(=O)c2nnn3c2COC(c2ccc(F)cc2)C3)CC1 (configuration not stated) | -1%
COCC(=O)NC[C@H]1COCc2nc3cc(S(C)(=O)=O)ccc3n21 | 13%[44.1 µM]
CN1CCN(c2nc3c(c(=O)[nH]2)CCN(Cc2cccc(F)c2F)CC3)CC1 | i[5.79 µM]
Cc1cc2nc3n(c(=O)c2n1CC(=O)NC(C)c1ccccc1)CCCCC3 (configuration not stated) | i
O=C(O)CCC1CCN(S(=O)(=O)c2cccc(F)c2)CC1 | 0%
Cc1ccccc1NS(=O)(=O)C1CCS(=O)(=O)C1 (configuration not stated) | 0%

Later entries
SMILES | Pf Dd2 inh
Cc1ccc(NC(=O)c2cc(C)nc3c2c(C)nn3-c2cccc(Cl)c2C)c(C)c1 | 13%
Cc1nn2c(c1-c1ccccc1-c1ccccc1)N(Cc1ccc(O)cc1)CCC2 | ?
O=C(c1n[nH]c(=O)c2ccccc12)N1CCCC1c1nc(CCOCC2CC2)no1 (configuration not stated) | -18%
CCN1C(=O)C2CC3(CCN(C(=O)Cc4ccccc4)CC3)CN2C1=O (configuration not stated) | i
Cc1ccc(Sc2ccc(N3CCCC(C(=O)Nc4ccc(Cl)cc4)C3)nn2)cc1 (configuration not stated) | -14%
Cc1cccc(NC(=O)c2c(NC(=O)C(F)(F)F)sc3c2CCCCC3)c1 | 4.5µM*
COC(=O)c1ccc2c(c1)sc(=NC(=O)c1ccc(S(=O)(=O)N3CCCCC3)cc1)n2C | 2%
Cc1noc(-c2cn(C3CCN(C(=O)c4cccc(Cl)c4)C3)nn2)n1 (configuration not stated) | -19%
CCOc1ccc(CCNC(=O)c2ccc3c(c2)c(C)c(C)n3Cc2ccccc2)cc1OCC | -11%
COc1ccc(-c2noc([C@@H]3CCCN3C3CCCCC3)n2)cn1 | i
COc1ccc(-c2noc(N(c3ccc(F)c(Cl)c3)c3nc(-c4ccc(OC)c(OC)c4)no3)n2)cc1OC | ?
CN(CC1CCCCO1)C(=O)c1coc(COc2ccc3c(c2)OCO3)n1 (configuration not stated) | -15%
Cn1nccc1C(=O)N1CCC(Oc2cccc(F)c2)C1 (configuration not stated) | ?
CN1CCN(CC2(Cn3ccnc3-c3ccc(C(=O)O)cc3)CC2)CC1 | -3%
CCC(=O)N1CCc2cc(Br)cc(S(=O)(=O)CCC(=O)Nc3cccc(Cl)c3)c21 | 7.1µM*
Cn1nccc1C(=O)NCCC1CCN(C(=O)Nc2ccc(F)cc2)CC1 | i
O=C(Nc1ccccc1)c1cnc(-c2ccc(F)cc2)nc1-c1ccncc1 | ?
CCOC(=O)c1ccc(NC(=O)CN2Cc3ccccc3C2=O)cc1 | i
CCCCCC(=O)N1CC[C@@H](CC(=O)NC2CC2)[C@@H](CC)C1 | i
CC(=O)c1ccc(NC(=O)c2cc3n(n2)CC(c2ccc(Br)cc2)OC3)cc1 (configuration not stated) | i
C[C@H]1[C@@H]2[C@@H](O)C([C@H](C)C(=O)N(C)CCC#N)CC[C@@]2(C)CC[C@@H]1NC(=O)c1ccncc1 (some centres not stated) | -12%[44.1 µM]
CN1C(=O)[C@H]2CN(Cc3cn[nH]c3-c3cccs3)C[C@H]2C1=O | i
Cc1cccc(CNS(=O)(=O)c2ccc3[nH]c(=O)ccc3c2)c1 | 13%
Cc1c(Cl)cccc1NC(=O)CCS(=O)(=O)c1ccc2c(c1)CC(=O)N2C | 26%
COc1cc(F)cc(-c2ccc(COc3ccc4c(cnn4CCC(=O)O)c3)cc2)c1 | -18%[44.1 µM]

The list continues.
SMILES | Pf Dd2 inh
CCCn1c(SCc2nc(-c3cc(OC)ccc3OC)no2)nnc1-c1ccc(Cl)cc1 | ?
O=C(c1ccc(CS(=O)c2ccccc2Cl)o1)N1CCN(c2cccc(Cl)c2)CC1 (configuration not stated) | -15%
CC1=C[C@@H](CN(C)CCO)[C@H](C(C)C)C[C@H]1Cc1nnc(C)o1 | ?
Cc1nc(-c2ccccc2OC2CN(C(=O)c3cc(F)ccc3F)C2)no1 | -25%
Cc1nn(-c2ccccc2Cl)c(=O)n1CC(=O)NCCc1ccccn1 | 7%
CCOC(=O)c1cc2c(=O)n3ccccc3nc2n(CC2CCCO2)c1=NC(=O)c1ccccc1F (configuration not stated) | 15%
CC(=O)Nc1ccc(NC(=O)c2cc(-c3ccc4c(c3)OCCO4)on2)cc1 | i
COc1ccc2c(c1)CCN=C2C[C@H]1CN(C(=O)C2CC2)CC[C@H]1CC(=O)O | -7%[44.1 µM]
Cc1c(Cl)cccc1NC(=O)Cn1c(=O)nc(-c2ccccc2)c2ccccc21 | ?
CC(C)N1C(=O)C2(CCCCC2)C1C(=O)N1CCN(c2ccccc2F)CC1 (configuration not stated) | -29%
CC(C)(C)C1CCc2nc(NC(=O)Cc3ccc(Cl)cc3)sc2C1 (configuration not stated) | 10µM*
CC(=O)N1CCC(N2CC(Oc3cccc(C(=O)NCC4CC4)c3)C2)CC1 | i
Cc1cc(-c2ccc(F)c(C(N)=O)c2)cc(C(C)(C)C)c1 | -24%
CC(C)[C@]1(O)CN(C(=O)Cc2ccc(F)cc2F)C[C@H]1C | -2%
Cc1nn(C)c2c1c(-c1ccccc1)cc(=O)n2CC(=O)NC(C)C | 30%[activator]
CNC(=O)[C@@H]1CN(C(=O)c2cc3ccccc3[nH]2)C[C@H]1COC | -10%
Fc1ccc(-c2ccc(CNCCSc3nnnn3-c3ccccc3)o2)cc1 | 11%
Cc1ccc(C(=O)N2CCn3c(nn(-c4ccc(C(F)(F)F)cc4)c3=O)C2)cc1 | 21%
Cc1ccc(N2CCC(NC(=O)c3ccccc3F)C2=O)cc1 (configuration not stated) | 4%
FC(F)(F)c1ccc(N2C3CCC2CN(Cc2ccc(Cl)cc2)C3)cc1 | 18%
CCc1ccc(CNC(=O)C2CCCN(S(=O)(=O)c3ccc4c(ccn4C)c3)C2)cc1 (configuration not stated) | ?
COc1ccc(-c2cc(N3CCCN(C(=O)Cc4ccc(OC)c(Cl)c4)CC3)n[nH]2)cc1 | -8%
COC1CCOC2(CCN(C(=O)Cc3ccccc3)CC2)C1 (configuration not stated) | 33%[activator]
O=C(O)[C@]12CCCN[C@@H]1CCN(Cc1ccccc1OCCn1ccnc1)C2 | -2%
CN(C)CCNC(=O)c1nc(-c2cccc(N3CCOCC3)c2)cc2c1ccn2C | -17%[44.1 µM]

(listing goes on)
SMILES | Pf Dd2 inh
O=S(=O)(Cc1ccccc1F)N1CCC(c2noc(-c3ccncc3)n2)C1 (configuration not stated) | i[5.79 µM]
CCn1cc(CN2CCN(C(=O)Cc3cccs3)CC2)ccc1=O | 20%
COc1cc2c(cc1OCc1ccccc1)N(C(=O)c1cnn(C)c1)CC21CCN(C)CC1 | ?
Cn1cccc1-c1cc2n(n1)CCC(=O)N2CCCC(=O)NCc1ccc(F)cc1 | 3%
CC1(C(=O)N2CCN(Cc3ccc4c(c3)OCO4)CC2)CCCCC(=O)N1 (configuration not stated) | -15%
Cn1ncc(N2CCC(CNC(=O)c3cccc(-c4ncc[nH]4)c3)C2)cc1=O (configuration not stated) | -22%
O=C(CSc1nc2c([nH]c3ccccc32)c(=O)n1-c1ccccc1)N1CCCC1 | -7%
O=C(c1ccc(Cl)cc1)N1CCNc2cnc(Nc3ccccc3)nc2C1 | ?
CCCCc1ccc(C(=O)N/C(=C\c2ccc(C)cc2)C(=O)NC2CCCCC2)cc1 | 9%
COc1cccc(CNC(=O)CCc2c(C)c3cc4c(C)coc4c(C)c3oc2=O)c1 | i
O=C(N[C@H]1CCN2C(=O)c3cc(-c4cccc(C(F)(F)F)c4)ccc3NC(=O)[C@@H]2C1)c1cnccn1 | 2%
CC(=O)Nc1ccc(C2(C(=O)NCc3cccc(C)c3)CCC2)cc1 | 10%
Cc1ccc(C)c(NC(=O)CSC2=Nc3ccccc3N=C(c3ccc(F)cc3)C2)c1 | -10%
CCCCNS(=O)(=O)c1ccc2nc(-c3cccnc3)cc(C(=O)NCCC)c2c1 | ?
Cc1ccc(NC(=O)c2cn3c4c(ccc(Cl)c4c2=O)OC(C)C3)cc1C (configuration not stated) | 0%
CC(C)c1ccc(NC(=O)CN2C(=O)NC(c3ccccc3Cl)C3=C2COC3=O)cc1 (configuration not stated) | ?
Cc1cccn2c(=O)c(C(=O)NC(C)c3ccccc3)cnc12 (configuration not stated) | 18%
CC(C)c1ccc(NC(=O)c2cc3n(n2)CC(c2ccc(Cl)cc2)OC3)cc1 (configuration not stated) | i
CC(=O)Nc1ccc(CN2CCC3CC(=O)NCCC3C2)cc1 (configuration not stated) | 18%
CCC(CC)C(=O)NC1CCN(c2cnn(C)c(=O)c2)CC1 | 17%
Cc1ccccc1CN1CCOc2cc([S+](=O)([O-])Nc3nncs3)ccc2C1 | i
COc1ccc(C(=O)NCc2nnc3ccc(-c4ccccc4)nn23)c(OC)n1 | i
C(Cc1noc(C2CNC2)n1)OCC1CC1 | 5µM*
CC(C)NC(=O)NC[C@H]1OC[C@@H](NCc2cccc(C#N)c2)[C@@H]1O | -18%[44.1 µM]
COc1ccc(-c2cc3ccc(O)c(CN4CCCC(C)C4)c3oc2=O)cc1OC (configuration not stated) | 4.5µM*

Later entries:
SMILES | Pf Dd2 inh
COc1ccc(NC(=O)N2CCCC3(C2)Nc2cccnc2NC3=NC2CCCC2)c(C)c1 (configuration not stated) | i[5.79 µM]
CN(Cc1ccccc1)C(=O)c1noc(-c2ccc(F)cc2)n1 | -6%
O=C(CCc1nnc2n(Cc3ccccc3Cl)c(=O)c3ccccc3n12)Nc1ccc(F)cc1 | i
CCC(=O)Nc1ccccc1-c1nc2ccccc2n(C(CC)C(=O)Nc2cccc(C(C)=O)c2)c1=O (configuration not stated) | ?
CCCC12CN3CC(C)(CN(C1)C3c1cn(CC)c3ccccc13)C2=O (configuration not stated) | 0%
Cc1cccc(NC(=O)CCC2CCN(C(=O)CCCc3cccs3)CC2)c1 | i
O=C(c1cnccn1)N1CCc2nc(OCC3CC3)ccc2C1 | 11%
Cc1ccc(-n2ncc3c(NCCc4ccc(S(N)(=O)=O)cc4)ncnc32)cc1 | i
COc1ccc(-c2cnc3n2CC(C(=O)N2CCOCC2)CC3)cc1 (configuration not stated) | -4%

Source: PubChem BioAssay (National Center for Advancing Translational Sciences (NCATS))
